CFTR F508del cor = CFTR F508del correction in bronchial cells; CFBE cells, YFP halide quenching; stimulated with forskolin plus potentiator P3; % fluorescence drop versus neutral controls; activity (quench increase), % at 7.58 µM; 350,000 tested, 0.36% active; AID 720511;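 active = mean added fluorescence quench of at least 8% versus neutral control, with both replicates also reaching 8%; inconclusive = only one of the mean or replicate conditions met; inactive = mean below 8% and not both replicates reaching 8%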;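 also: cells transiently co-express mutant CFTR-F508del with the halide-sensitive YFP; corrector assay measuring rescue of mutant channel to the surface after 24 h compound exposure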
DENV2 CPE rescue = inhibitors of DENV2 cytopathic effect; DENV2-infected cells, cytopathic effect rescue, plate reader; CPE inhibition, % at 9.99 µM; 350,000 tested, 1.7% active; AID 651640; in the data active = CPE inhibition above about 20%, passing the limit was not always enough; inconclusive = no clear call, values can overlap the other calls; tested in BHK-21 cells;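 also: 0% = median of neutral control wells and 100% = median of positive control wells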
ERp5 block = ERp5 (human) disulfide isomerase inhibition | Q15084 | ERp5 insulin aggregation, absorbance 650 nm, 90 min | inhibition, % at 9.99 µM | 350,000 tested, 0.05% active | AID 651711;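 active = mean replicate inhibition above about 25%, with every replicate also reaching it, limit read from the data, passing the limit was not always enough; inconclusive = only one of those two criteria met; inactive = neither criterion met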
Target sequence (Q15084 whole entry, looked up): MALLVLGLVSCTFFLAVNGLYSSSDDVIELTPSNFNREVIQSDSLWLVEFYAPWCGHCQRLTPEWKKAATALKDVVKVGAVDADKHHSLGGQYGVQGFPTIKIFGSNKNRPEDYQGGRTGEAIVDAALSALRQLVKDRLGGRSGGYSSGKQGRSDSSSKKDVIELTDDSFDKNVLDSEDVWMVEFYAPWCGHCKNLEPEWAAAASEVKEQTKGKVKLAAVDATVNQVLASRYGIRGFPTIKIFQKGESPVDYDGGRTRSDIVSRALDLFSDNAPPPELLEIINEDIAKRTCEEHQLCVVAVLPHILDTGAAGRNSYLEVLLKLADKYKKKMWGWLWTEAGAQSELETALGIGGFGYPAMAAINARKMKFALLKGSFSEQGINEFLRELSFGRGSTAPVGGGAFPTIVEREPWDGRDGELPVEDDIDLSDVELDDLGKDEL
ERAP1 HTS inh = ERAP1 (human) enzyme inhibition; 340,000 tested, 0.15% active; recombinant ERAP1, Leu-AMC fluorescence, 60 min; inhibition, % at 10.7 µM; AID 652197; Q9NZ08;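 active = mean replicate inhibition of at least 30%, or all replicates individually reaching that 30% level; inactive = mean below 30% and not every replicate reaching it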;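 also: 0% = neutral control wells and 100% = L-leucinethiol positive control wells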
Casp6 inh = blocks human caspase-6 cleavage activity | inhibition, % at 12.5 µM | purified caspase-6, Z-VEID-R110 cleavage fluorescence | 350,000 tested, 0.53% active;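 active = mean inhibition across replicates at least about 35%, with every replicate also reaching that limit, limit read from the data; inconclusive = only one of the two criteria met; inactive = neither criterion met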;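 also: 0% = median of neutral control wells and 100% = no fluorescence left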
miR-122 sensor = inhibitors of miR-122 in Huh7 cells | Huh7 miR-122 Renilla luciferase sensor, 48 h; neutral wells = 0, positive control = 100 | activation (reporter increase), % at 12.5 µM | 340,000 tested, 0.3% active | AID 602342;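 active = mean replicate activation score at least 90 and every replicate individually at or above 90; inconclusive = only one of the two criteria met; inactive = neither criterion met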;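 also: higher luciferase means less miR-122 activity so hits act as miR-122 inhibitors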
SIRT5 block = sirtuin-5 (human) deacylase inhibition. Q9NXA8. Purified SirT5, succinyl-peptide AMC, trypsin-coupled fluorescence. inhibition, % at 15 µM. 330,000 tested, 1.1% active. AID 652115; in the data active = inhibition above about 15%; inconclusive = no clear call, values can overlap the other calls
Target sequence (Q9NXA8 whole entry, looked up): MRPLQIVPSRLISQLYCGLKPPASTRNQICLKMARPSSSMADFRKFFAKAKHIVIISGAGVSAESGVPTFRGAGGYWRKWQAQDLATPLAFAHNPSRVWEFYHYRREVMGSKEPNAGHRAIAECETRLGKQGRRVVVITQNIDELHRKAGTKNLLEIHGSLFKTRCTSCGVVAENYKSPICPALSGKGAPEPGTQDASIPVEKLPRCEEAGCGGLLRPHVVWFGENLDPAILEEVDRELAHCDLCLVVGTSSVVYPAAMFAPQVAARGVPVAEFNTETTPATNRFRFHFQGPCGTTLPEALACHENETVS
* = called active by the depositor; ? = inconclusive; / = not tested or not shown; & = joins results of further samples; [ ] = dose if it differs, or a comment.

SMILES	CFTR F508del cor	DENV2 CPE rescue	ERp5 block	ERAP1 HTS inh	Casp6 inh	miR-122 sensor	SIRT5 block
Cc1cc(C(=O)CCC(=O)NC(C)c2ccc(S(N)(=O)=O)cc2)c(C)s1 (stereo not given)	8.8*	1	-5	3	1	2	-4
Cc1cc(C)n(-c2ccc(C(=O)O)cc2[N+](=O)[O-])n1	0.4	7	6	5	0	-2	-1
COc1ccc(-n2nc(C(=O)NCC(=O)NCCCN3CCC(C)CC3)c3ccccc3c2=O)cc1Cl	-0.2	0	-3	5	-39	-6	-3
CCCN=C1N(C)C[C@@H]2[C@@H]3C(=O)N(Cc4ccccc4)C(=O)[C@@H]3[C@](CC)(C(=O)OC)N12	0.1	7	-1	-3	-1	/	-1
CN(C)C(CNS(=O)(=O)c1cc([N+](=O)[O-])ccc1Cl)c1ccco1 (stereo not given)	1.1	4	7	4	24	/	/
COC(=O)c1c(C)[nH]c(C(=O)C(C)OC(=O)C2CC(=O)N(CCc3ccccc3)C2)c1C (stereo not given)	-3.6	6	-3	-2	15	-4	3
COc1ccc(SC[C@H](C)CN2CC[C@H](C(C)(C)C)CCC2=O)cc1	0.2	-3	4	5	2	11	-1
O=C(N/N=C/C(Br)=C/c1ccccc1)c1cccs1	-0.5	-3	5	5	-1	-1	2
O=C(CCCOc1ccc(Cl)cc1Cl)NCCCn1ccnc1	1.6	6	-4	7	-5	11	-1
O=C(N[C@H]1C=C[C@@H](CC(=O)N2CCC(Cc3ccccc3)CC2)O[C@@H]1CO)c1cnccn1	-0.4	2	-1	0	0	/	0
CC1=C(C(N)=O)C(c2ccccn2)n2nc(-c3ccccc3Cl)nc2N1 (stereo not given)	1.8	-5	7	-2	-3	-10	/
c1nc2n(n1)C1=C(CCCC1)C1(CCCCC1)N2	1.2	2	-1	-4	7	0	-10
O=C(Nc1ccc(Cl)cc1)N1CCC(CO)(Cc2ccccc2)CC1	-2.5	4	3	0	-1	3	-2
CNC(=O)C1(C)Cc2c(-c3ccc4c(c3)OCO4)ccnc2O1 (stereo not given)	-2.6	-2	-2	-1	-1	2	-10
O=C(NCCc1ccccn1)c1ccc(OC2CCN(Cc3ccccn3)CC2)cc1	2.9	-6	0	1	-5	/	-2
C[C@H](CO)N1C[C@H](C)[C@@H](CN(C)S(=O)(=O)c2cccs2)Oc2c(NC(=O)Nc3cccc4ccccc34)cccc2C1=O	-2.4	11	0	2	1	2[16.7 µM]	-1
COc1cc(NC(=S)N2CCN(S(C)(=O)=O)CC2)cc(OC)c1	-1.9	-3	-3	-3	-4	/	4
CC(NC(=O)c1cc(COc2ccccc2)on1)c1nccs1 (stereo not given)	0.6	-1	-1	0	-1	7	-1
O=C(CC1SC(N2CCOCC2)=NC1=O)Nc1ccccc1F (stereo not given)	-0.1	2	4	-3	4	-3	-3
COCC(=O)Nc1ccc2c(c1)OC[C@@H](C)N(CCc1ccccc1)C[C@H](C)[C@H](OC)CN(C)C2=O	4.3	12	-3	2	0	-3[16.7 µM]	-6
O=C(CSc1nccc(-c2ccc(Br)cc2)n1)NCCc1ccccc1	0.8	0	1	1	-1	-4	5
CC1CCCC(NC(=O)C2CCCN2S(=O)(=O)c2cccc3nsnc23)C1C (stereo not given)	-2.0	8	1	4	-1	-9	-3
CC(C)NC(=O)N(C)C[C@H]1Oc2ncc(-c3ccccc3F)cc2C(=O)N([C@@H](C)CO)C[C@H]1C	-1.8	-2	-12	0	0	-3[16.7 µM]	12
NC(=O)c1cccc(NC(=O)CCCCC(=O)Nc2cccc(C(N)=O)c2)c1	-4.0	2	5	3	/	1	6
O=C(O)c1ccc(NS(=O)(=O)/C=C/c2ccccc2)cc1O	-0.5	10	-1	2	44*	2	0
CC(=O)SC1CC(=O)N(c2c(C)cccc2C)C1=O (stereo not given)	2.6	11	2	/	-1	/	-1
CCOc1cc(C)ccc1OCc1nnc(SCC(=O)c2cccc([N+](=O)[O-])c2)n1C	1.4	6	-1	-9	/	-1	-1
CCC1Oc2ccccc2N(CC(=O)NCCCN2CCOCC2)C1=O (stereo not given)	-2.5	19	-6	3	1	-1	-2
Cc1c(/C=N/NC(=O)c2cc(C(C)(C)C)[nH]n2)c2ccccc2n1C	-0.2	-2	1	-1	0	-1	-1
O=C(O)CNC(=O)CC1S/C(=N/N=C/c2ccccc2O)NC1=O (stereo not given)	1.5	2	4	-2	-4	/	7
CC1(C(=O)N2CCOCC2)CCCCC1	0.3	6	-1	0	-1	-6	-1
CC1=CC(C)(C)N(C(=O)CSc2nnc(-c3ccccc3)o2)c2ccc(C)cc21	-4.1	1	-3	0	3	4	2
O=C(Nc1ccccc1)c1ccccc1OCc1ccc(S(=O)(=O)N2CCOCC2)cc1	4.4	0	-6	0	2	/	-4
Cc1cc(N/N=C/c2c(O)ccc3ccccc23)nc(-c2ccccc2O)n1	5.3	5	0	2	-2	4	-1
CN(C)C(=O)c1cccc(-c2ccc([C@@H]3[C@@H](C#N)N(C(=O)C4CCCCC4)[C@@H]3CO)cc2)c1	-3.2	-5	-1	-2	-1	/	1
O=C1CCCN1CCCN1CC(C(=O)N(CCO)Cc2ccccc2)CCC1=O (stereo not given)	-4.1	-9	4	0	-3	/	-3
O=C(CC(=O)OCc1ccccc1)OCc1ccccc1	-0.8	-8	-3	1	-1	-3	2
C[C@@H]1CN([C@@H](C)CO)S(=O)(=O)c2ccc(C#CC(C)(C)O)cc2O[C@@H]1CN(C)Cc1ccc(-c2ccccc2)cc1	1.6	-4	0	2	0	-2[16.7 µM]	19*
O=C(Nc1ccc2c(c1)OCO2)C1Cc2c(-c3ccc(Cl)cc3)ccnc2O1 (stereo not given)	2.2	-20	-1	-2	-1	3	/
Cc1cccc(C(C(N)=O)c2ncc(C(F)(F)F)cc2Cl)c1 (stereo not given)	-2.6	10	0	-9	-3	/	-2
O=C(CSc1nnc(-c2ccccn2)o1)Nc1ccccc1Cl	1.3	3	-2	-2	0	-1	1
COC(=O)c1cc(S(=O)(=O)N2CCN(Cc3ccccc3)CC2)cn1C	0.6	-2	3	1	-1	7	-1
Cc1cc(=O)oc2cc(OC(C(=O)O)c3ccccc3)ccc12 (stereo not given)	0.3	-7	1	0	2	8	-5
O=C1c2ccccc2C(Nc2ccccc2)N1Cc1ccc2c(c1)OCO2 (stereo not given)	0.3	-4	21	-3	3	1	-2
O=C(O)/C=C/c1cn(-c2ccccc2)nc1-c1cc2ccccc2oc1=O	-0.7	-4	-3	3	3	3	6
COC(=O)c1cccc(NC(=S)N2CCN(C)CC2)c1	0.8	2	0	1	-4	/	0
CCOC(OCC)c1nc(N)[nH]c(=O)c1CCCCc1ccccc1	0.1	3	1	2	-2	-2	/
COc1ccccc1COCC(O)CN1CCCCC1CO (stereo not given)	-1.5	7	13	-5	-1	-2	1
CCN(C1CCCCC1)S(=O)(=O)c1ccc(S(=O)(=O)N2CCN(CCC#N)CC2)cc1	-1.5	0	1	1	1	/	/
NS(=O)(=O)c1ccc(CCNCC(=O)NCc2ccccc2Cl)cc1	4.6	0	3	-4	2	4	-2
C[C@@H]1CN([C@@H](C)CO)C(=O)Cc2cc(NS(=O)(=O)c3ccccc3)ccc2O[C@H]1CN(C)Cc1ccncc1	3.4&-0.4	8&3	8&1	0	-6&-2	-6	-11
O=C(Nc1ccc(F)cc1)N1CC(=O)N2[C@H](CO)[C@@H](c3ccc(C#Cc4cccnc4)cc3)[C@@H]2C1	0.2	-3	-5	-1	3	/	-1
C[C@H]1CN([C@@H](C)CO)S(=O)(=O)c2ccc(C3=CCCCC3)cc2O[C@H]1CN(C)C(=O)c1ccc(F)cc1	3.1	-1	-1	3	0	-1[16.7 µM]	7
C[C@@H]1CN([C@H](C)CO)C(=O)Cc2cc(NC(=O)Cc3ccccc3)ccc2O[C@@H]1CN(C)Cc1ccc(C(F)(F)F)cc1	0.4	0	0	3	1	-15[16.7 µM]	16*
COc1ccc(C2(O)C(=O)Nc3ccc(C)cc32)cc1 (stereo not given)	0.2	-5	4	0	0	-1	-2
COc1ccc(CCNC(=O)c2cc(C)oc2C)cc1	0.7	-3	-3	0	-2	-11	4
COc1ccccc1NS(=O)(=O)c1ccc(O)c(NC(=S)NCC2CCCO2)c1 (stereo not given)	0.1	1	8	1	-1	5	-5
CCn1ccnc1CN(C)Cc1nc(-c2ccc3c(c2)OCO3)no1	2.1	3	-2	0	0	-8	0
CC(NC(=O)COC(=O)CCC(=O)c1ccc(Cl)cc1)c1ccccc1 (stereo not given)	-1.2	7	-2	2	3	-5	-3
CN(c1ccc(OCC(=O)N2CCOCC2)cc1)S(=O)(=O)c1ccc(F)cc1	-2.6	-5	6	/	0	-2	-3

Next part:
SMILES	CFTR F508del cor	DENV2 CPE rescue	ERp5 block	ERAP1 HTS inh	Casp6 inh	miR-122 sensor	SIRT5 block
C[C@H](CO)N1C[C@H](C)[C@@H](CN(C)S(=O)(=O)c2cn(C)cn2)Oc2ccc(NC(=O)C3CCCCC3)cc2C1=O	-0.2&-2.5	?	-5&-1	1&-4	-2&0	-3[16.7 µM]	-4&0
COCC#Cc1ccc([C@H]2[C@H]3CN(C(=O)c4cccnc4)CC(=O)N3[C@H]2CO)cc1	1.9	0	-6	-2	0	/	0
COC(=O)CNC(=O)c1c(-c2c(Cl)cccc2Cl)noc1C	-2.1	3	-6	-2	0	-2	-1
COC(=O)c1sc(S(=O)(=O)NCC(=O)O)c(C(=O)OC)c1C	-3.2	8	-5	4	3	-17	-2
O=C(NCc1cccc(C(F)(F)F)c1)c1cccc(Cl)c1Cl	5.1	-8	0	-8	-1	/	-6
N#CCC(=O)Nc1ccc(C(=O)OCC(=O)Nc2ccc3ccccc3c2)cc1	-0.8	-6	3	1	5	/	2
O=C1c2ccccc2C(=O)C12OC(c1ccccc1)C1(C(=O)c3ccccc3C1=O)C2c1cccc([N+](=O)[O-])c1 (stereo not given)	-1.7	/	7	4	0	/	-3
CCC1CCCCN1CCCNC(=O)Cn1cnc2sc(C)c(S(=O)(=O)N3CCC(C)CC3)c2c1=O (stereo not given)	-2.1	13	9	5	-2	/	17*
CC(C)S(=O)(=O)c1csc(C(=O)NN)c1Cl	0.0	12	2	/	-3	-3	3
COc1ccc(-n2ccn(CC(=O)Nc3ccc(OC)cc3OC)c(=O)c2=O)cc1	1.4	-2	1	1	-1	/	2
O=C(C[C@H]1CC[C@H]2[C@@H](COC[C@@H](O)CN2C(=O)c2ccc(F)cc2)O1)NC1Cc2ccccc2C1	-0.4	0	2	-2	1	-3[16.7 µM]	3
Cc1cc(C)c(NC(=O)CNC(=O)c2ccccc2SCC(=O)N2CCCC2)c(C)c1	-1.6	6	2	3	-10	-2	-2
O=C(CSc1nnc(-c2ccco2)o1)NC1CCCCCC1	/	/	2	0	-2	/	2
Cc1[nH]n(-c2ccccc2)c(=O)c1C(c1cccc([N+](=O)[O-])c1O)c1c(C)[nH]n(-c2ccccc2)c1=O	-1.4	3	-12	-2	2	/	-3
CC1(C)Cc2cccc(OCC(=O)N3CCN(c4cccc(C(F)(F)F)c4)CC3)c2O1	-4.5	-8	-2	1	-97	-1	0
COc1cc(OC)cc(C(=O)NNC(=O)c2ccc3ccccc3n2)c1	0.6	-1	-2	0	10	68	-5
